CHO-K1 Ca antag: M1 antagonist counterscreen hit in parental CHO-K1 cells; ATP-induced calcium, Fluo-8 fluorescence; inhibition, % at 3 µM; hit rate 0.6% among 360,000; AID 602250;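 active means inhibition above a per-plate cutoff, the plate's mean sample inhibition plus 3 SD, cut at about 24% in these data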;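 further: 0% = DMSO plus EC80 ATP and 100% = DMSO alone without ATP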
M1 ag parental: counter-screen for M1 agonists: effect in parental CHO-K1 cells; hit rate 0.48% among 360,000; Fluo-8 calcium fluorescence; scaled to maximal ATP response, vehicle zero; activation, % at 3 µM; in the data active means activation above about 15%;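 further: untransfected CHO-K1 host cells lacking M1 receptor as counterscreen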
CHRM5 agonist: human M5 muscarinic receptor agonists, primary screen, CHO-K1 cells, Fluo-8 calcium fluorescence. Muscarinic acetylcholine receptor M5 (Homo sapiens), P08912. CHO-K1 hM5 cells; 0% DMSO wells, 100% maximal acetylcholine response. activation, % at 3 µM. hit rate 0.19% among 360,000. AID 624037, 2012;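 active means activation above the run's mean over test compounds plus 3 SD, cut at about 23% in these data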;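 further: signal is peak over basal fluorescence ratio across the kinetic read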
Target sequence (P08912 whole entry, looked up): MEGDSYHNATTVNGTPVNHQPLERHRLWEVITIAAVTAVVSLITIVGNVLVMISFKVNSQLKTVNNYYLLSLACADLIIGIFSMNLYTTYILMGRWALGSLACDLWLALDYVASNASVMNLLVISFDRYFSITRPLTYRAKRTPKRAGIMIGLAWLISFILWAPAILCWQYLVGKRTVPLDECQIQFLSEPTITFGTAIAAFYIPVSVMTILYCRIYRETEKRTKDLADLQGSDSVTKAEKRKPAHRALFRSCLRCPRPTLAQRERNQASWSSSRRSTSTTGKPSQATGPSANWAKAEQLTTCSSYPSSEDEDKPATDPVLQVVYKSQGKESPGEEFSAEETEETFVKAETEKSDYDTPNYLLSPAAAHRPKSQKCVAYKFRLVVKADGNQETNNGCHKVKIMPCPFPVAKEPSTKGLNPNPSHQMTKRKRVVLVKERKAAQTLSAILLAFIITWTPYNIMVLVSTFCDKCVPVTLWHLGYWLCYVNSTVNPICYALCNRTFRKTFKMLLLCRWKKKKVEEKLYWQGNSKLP
CHRM5 antagonist: human M5 muscarinic receptor antagonists, primary screen, CHO cells, Fluo-8 calcium fluorescence; CHO-hM5 cells, ACh EC80; Muscarinic acetylcholine receptor M5 (Homo sapiens), P08912; hit rate 0.59% among 360,000; inhibition, % at 3 µM;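 active means inhibition above a per-plate cutoff, the mean of that plate's test compounds plus 3 SD, cut at about 27% in these data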;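 further: 0% = acetylcholine EC80 with DMSO and 100% = DMSO without agonist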
M1 PAM parental: nonselective calcium activators in parental CHO-K1 cells, primary screen, counter-screen for M1 PAM project, cell-based, Fluo-8 calcium fluorescence, full deck, 1536-well. ATP EC20; 0% at ATP EC20, 100% at ATP max. activation, % at 3 µM. hit rate 0.02% among 360,000;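 active means activation above the run cutoff, the mean activation of all test compounds plus 3 SD, cut at about 40% in these data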;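 further: peak over basal fluorescence ratio in a 140 s read after ATP addition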
CHRM4 antagonist: human M4 muscarinic receptor antagonists, primary screen, CHO cells, Fluo-8 calcium fluorescence. CHO-hM4 cells, ACh EC80. hit rate 0.73% among 360,000. AID 624125, 2012. Muscarinic acetylcholine receptor M4 (Homo sapiens), P08173. inhibition, % at 3 µM;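 active means inhibition above its plate's cutoff, the mean inhibition of sample wells plus 3 SD, cut at about 27% in these data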;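 further: 0% = acetylcholine EC80 with DMSO and 100% = DMSO without agonist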
Target sequence (P08173 whole entry, looked up): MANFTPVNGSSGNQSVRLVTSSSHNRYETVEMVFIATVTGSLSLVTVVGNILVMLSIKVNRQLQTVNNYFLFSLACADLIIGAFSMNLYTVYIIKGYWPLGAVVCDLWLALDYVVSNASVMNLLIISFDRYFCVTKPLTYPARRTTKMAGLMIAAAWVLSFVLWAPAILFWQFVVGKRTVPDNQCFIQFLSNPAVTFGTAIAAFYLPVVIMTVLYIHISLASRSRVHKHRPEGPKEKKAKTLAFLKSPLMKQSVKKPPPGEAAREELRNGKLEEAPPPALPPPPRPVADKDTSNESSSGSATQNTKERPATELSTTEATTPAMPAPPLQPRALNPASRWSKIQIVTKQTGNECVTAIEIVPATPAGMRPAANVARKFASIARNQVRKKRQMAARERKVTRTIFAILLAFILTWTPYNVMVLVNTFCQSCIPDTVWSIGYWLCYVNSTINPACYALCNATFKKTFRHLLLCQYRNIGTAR
M4 PAM: human M4 muscarinic receptor positive allosteric modulators, primary screen, CHO-K1 cells, Fluo-8 calcium fluorescence; Muscarinic acetylcholine receptor M4 (Homo sapiens), P08173; CHO-K1 hM4/Gqi5, ACh EC20; 0% = ACh EC20, 100% = maximal ACh; activation, % at 3 µM; hit rate 0.4% among 360,000; AID 624126, 2012;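 active means activation above its plate's cutoff, the mean activation of sample wells plus 3 SD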; further: some results filed as inactive read as strong as hits
M5 PAM: human M5 muscarinic receptor positive allosteric modulators, primary screen, CHO-K1 cells, Fluo-8 calcium fluorescence | Muscarinic acetylcholine receptor M5 (Homo sapiens), P08912 | CHO-K1 hM5, ACh EC20 PAM; 0% = ACh EC20, 100% = ACh EC100 | activation, % at 3 µM | hit rate 0.3% among 360,000;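 active means activation above the run cutoff, the mean activation of all test compounds plus 3 SD, cut at about 18% in these data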
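Test system: CHO-K1 hM5 cells / Doses: single-point, 3 µM nominal / Times: Post-acetylcholine fluorescence recording 140 s / Technique: Fluo-8 calcium fluorescence / Measure: Max/basal fluorescence ratio as % of EC20–EC100 ACh window / Benchmarks: low control EC20 acetylcholine (0%), high control EC100 acetylcholine (100%) / Replicates: one well per compound, no replicates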
CHRM4 agonist: human M4 muscarinic receptor agonists, primary screen, CHO-K1 cells, Fluo-8 calcium fluorescence. activation, % at 3 µM. hit rate 0.14% among 360,000. CHO-K1 hM4/Gqi5; vehicle 0%, full acetylcholine response 100%. AID 624127, 2012;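 active means activation above the run mean over all test wells plus 3 SD, cut at about 32% in these data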;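 further: peak over basal fluorescence ratio per well then scaled between controls; 0% = DMSO wells and 100% = acetylcholine at EC100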
* = called active by the depositor. Not a hit list; 2.7% or so of the library scored in one or more.

Short forms – A = CHO-K1 Ca antag; B = M1 ag parental; C = CHRM5 agonist; D = CHRM5 antagonist; E = M1 PAM parental; F = CHRM4 antagonist; G = M4 PAM; H = M5 PAM; I = CHRM4 agonist
Cc1nn(Cc2ccccc2)c(Cl)c1C(=O)OCc1nnc(-c2ccc(Cl)cc2)o1
  A: -10	B: -0.3	C: 0	D: 4	E: 10	F: -9	G: -1	H: 0	I: 0
NC(=NCCc1c[nH]c2ccccc12)NS(=O)(=O)c1ccc2ccccc2c1
  A: -2	B: 0.8	C: -3	D: 10	E: 13	F: 5	G: 4	H: -1	I: 3
CC1=C(SCCC#N)S/C(=C2\SC(C)=C(SCCC#N)S2)S1
  A: -4	B: 1.6	C: 2	D: -3	E: 13	F: 4	G: -1	H: 4	I: 0
COc1cc(C(=O)NCC(=O)N2CCN(S(=O)(=O)c3ccccc3C(F)(F)F)CC2)cc(OC)c1OC
  A: -13	B: 1.2	C: 2	D: -1	E: 5	F: -8	G: 3	H: 0	I: 3
O=c1[nH]c(SCc2ccccc2)nnc1-c1ccccc1
  A: 3	B: 0.2	C: 0	D: -3	E: -3	F: -1	G: 13	H: 1	I: 0
COCCCN1C(=O)C(CC(=O)NCCCCc2ccccc2)CC(C(=O)N2CCOCC2)=C1C (stereo unspecified)
  A: 5	B: -0.2	C: 0	D: 6	E: 3	F: -2	G: -1	H: 3	I: 1
COC(=O)c1sccc1NC(=O)c1cc(-c2ccc(C)cc2)nc2ccccc12
  A: -9	B: 0.3	C: 0	D: 2	E: -2	F: -3	G: 7	H: 2	I: 3
CCOC(=O)[C@]12CCC=C1N(CCC1=CCCCC1)C(=O)[C@H](CC(=O)NCCc1ccccc1OC)C2
  A: -8	B: -0.7	C: -1	D: -4	E: 6	F: -6	G: 1	H: 1	I: -1
Clc1ccc(-n2nnnc2-c2cnc3ccccc3c2-c2ccccc2)cc1
  A: 0	B: -0.5	C: 17	D: -8	E: -10	F: -9	G: 6	H: 12	I: -1
C=CCNC(=O)CSc1nnc(C(CC)N(C)C)n1C1CCCCC1 (stereo unspecified)
  A: -15	B: 0.8	C: 5	D: 3	E: 15	F: -2	G: -3	H: 6	I: 0
CCc1nnc(NC(=O)C2CCCCC2)s1
  A: -6	B: 0.9	C: 1	D: 14	E: 21	F: -4	G: -1	H: -14	I: 1
CC(C)N(C(=O)Cn1c(-c2cccnc2)ccc(C#N)c1=O)C(C)C
  A: -2	B: 0.5	C: -2	D: -6	E: 9	F: 1	G: -1	H: 0	I: 0
CCN1CCc2c(sc(NC(=O)c3ccc4ccccc4c3)c2C(N)=O)C1
  A: 6	B: 1.5	C: -1	D: 0	E: 1	F: -2	G: 1	H: 3	I: 2
CCc1cc(Cn2nc(-c3ccccc3C)cc2C(=O)O)on1
  A: -9	B: 0.0	C: 6	D: 0	E: 11	F: 7	G: 6	H: -15	I: 2
O=C(/C=C/c1ccccc1[N+](=O)[O-])NCc1ccncc1
  A: 0	B: -0.4	C: -1	D: -10	E: -8	F: -8	G: 15	H: 6	I: 1
Cc1ccc2oc3ccccc3c(=O)c2c1
  A: 1	B: -0.4	C: -3	D: 3	E: 11	F: -16	G: 5	H: 2	I: 1
CN(C)c1ccc(C=O)c(Oc2ccccc2)c1
  A: -26	B: 0.0	C: -2	D: -5	E: 24	F: -4	G: -4	H: 1	I: -2
N#CC1=C2N=C(N)c3ccccc3N2C2=C(C(=O)CCC2)C1c1ccccc1F (stereo unspecified)
  A: 2	B: 1.8	C: 1	D: 11	E: 1	F: 2	G: -20	H: -9	I: 3
COc1cc(Cc2nccc3cc(OC)c(OC)cc23)c(NC(C)=O)cc1OC
  A: -10	B: 0.6	C: 1	D: 4	E: 9	F: -1	G: 2	H: 1	I: 1
O=C(Cn1c(CO)nc2ccccc21)NCc1ccc2c(c1)OCO2
  A: -11	B: 0.4	C: -4	D: 3	E: 8	F: 25	G: 13	H: -2	I: 1
CC(=O)c1cc(C#N)c(SCc2ccccc2)nc1C
  A: -4	B: 0.2	C: -5	D: 0	E: 11	F: 2	G: -2	H: -4	I: -1
Cc1cccc(NC(=O)c2ccc3c(c2)OCCO3)c1
  A: -7	B: 0.1	C: -3	D: 5	E: 1	F: 7	G: -2	H: 0	I: 2
NC(=O)C1CCN(C(=O)Cn2cccc2C(=O)c2ccccc2)CC1
  A: -17	B: 0.1	C: -6	D: 1	E: 3	F: 4	G: -1	H: -3	I: 0
COCC(=O)N/N=C\c1cccc(OC)c1OC/C=C/c1ccccc1
  A: -9	B: 0.8	C: -1	D: 7	E: 6	F: 1	G: -1	H: 1	I: 5
O=C(O)CCCCn1c(SCC(=O)Nc2ccccc2C(F)(F)F)nc2ccsc2c1=O
  A: 0	B: 0.4	C: -1	D: -1	E: 3	F: 1	G: 5	H: 1	I: 0

A different layout for some results above.
COCCCN1C(=O)C(CC(=O)NCCCCc2ccccc2)CC(C(=O)N2CCOCC2)=C1C (stereo unspecified)
  CHO-K1 Ca antag: 5
  M1 ag parental: -0.2
  CHRM5 agonist: 0
  CHRM5 antagonist: 6
  M1 PAM parental: 3
  CHRM4 antagonist: -2
  M4 PAM: -1
  M5 PAM: 3
  CHRM4 agonist: 1

COC(=O)c1sccc1NC(=O)c1cc(-c2ccc(C)cc2)nc2ccccc12
  CHO-K1 Ca antag: -9
  M1 ag parental: 0.3
  CHRM5 agonist: 0
  CHRM5 antagonist: 2
  M1 PAM parental: -2
  CHRM4 antagonist: -3
  M4 PAM: 7
  M5 PAM: 2
  CHRM4 agonist: 3

CCOC(=O)[C@]12CCC=C1N(CCC1=CCCCC1)C(=O)[C@H](CC(=O)NCCc1ccccc1OC)C2
  CHO-K1 Ca antag: -8
  M1 ag parental: -0.7
  CHRM5 agonist: -1
  CHRM5 antagonist: -4
  M1 PAM parental: 6
  CHRM4 antagonist: -6
  M4 PAM: 1
  M5 PAM: 1
  CHRM4 agonist: -1

Clc1ccc(-n2nnnc2-c2cnc3ccccc3c2-c2ccccc2)cc1
  CHO-K1 Ca antag: 0
  M1 ag parental: -0.5
  CHRM5 agonist: 17
  CHRM5 antagonist: -8
  M1 PAM parental: -10
  CHRM4 antagonist: -9
  M4 PAM: 6
  M5 PAM: 12
  CHRM4 agonist: -1

The main list resumes, repeating the 2 entries before the break.
Short forms – A = CHO-K1 Ca antag; B = M1 ag parental; C = CHRM5 agonist; D = CHRM5 antagonist; E = M1 PAM parental; F = CHRM4 antagonist; G = M4 PAM; H = M5 PAM; I = CHRM4 agonist
COCC(=O)N/N=C\c1cccc(OC)c1OC/C=C/c1ccccc1
  A: -9	B: 0.8	C: -1	D: 7	E: 6	F: 1	G: -1	H: 1	I: 5
O=C(O)CCCCn1c(SCC(=O)Nc2ccccc2C(F)(F)F)nc2ccsc2c1=O
  A: 0	B: 0.4	C: -1	D: -1	E: 3	F: 1	G: 5	H: 1	I: 0
Nc1ccnc(Oc2ccc(F)cc2)c1
  A: 11	B: -0.1	C: 0	D: -3	E: -10	F: 2	G: 0	H: -2	I: 1
O=c1nc2ccccc2c(NS(=O)(=O)c2ccccc2)n1-c1ccccc1
  A: 2	B: -0.1	C: -1	D: -7	E: -3	F: 6	G: -4	H: 2	I: 0
Cc1ccc(C)c(Cn2nnc3c(=O)[nH]c(C4CCCN(C(=O)c5ccco5)C4)nc32)c1 (stereo unspecified)
  A: -12	B: 1.4	C: 0	D: 1	E: 3	F: 2	G: -2	H: 4	I: 4
O=C1/C(=C/c2cccnc2)SC(=S)N1N1CCOCC1
  A: -15	B: 0.7	C: 2	D: 6	E: 27	F: -12	G: 7	H: 6	I: 1
CC(=O)c1c(C)oc2ccc(OCc3ccccc3)cc12
  A: -10	B: -0.1	C: -3	D: -1	E: 8	F: 3	G: -7	H: 2	I: 0
O=C(CNC(=O)c1ccco1)Nc1cccc(Cl)c1
  A: -7	B: 0.2	C: -2	D: 12	E: 9	F: 8	G: -4	H: -2	I: 1
Cn1cnnc1SCC(=O)Nc1ccc(Oc2ccccc2)cc1
  A: 0	B: 0.0	C: -6	D: 13	E: -12	F: 8	G: -1	H: -6	I: 1
CC(C)Cn1c(N)c(C(=O)CSc2ccc3c(c2)OCCO3)c(=O)n(C)c1=O
  A: 3	B: 10	C: 5	D: 16	E: -12	F: 15	G: -10	H: -4	I: 16
CCN(CC(=O)Nc1ccc(NC(C)=O)cc1)C(=O)Cc1ccc(S(=O)(=O)N2CCOCC2)s1
  A: 0	B: 0.5	C: -3	D: -9	E: -3	F: -2	G: -1	H: 6	I: 0
CCc1ccnc(NS(=O)(=O)c2ccc3c(c2)OCCO3)c1
  A: -2	B: 1.4	C: -1	D: -3	E: 15	F: -5	G: 3	H: -4	I: 1
COc1cc(OC)cc(-c2c(C#Cc3ccsc3)c3cc(-c4ccc(N(C)C)nc4)ccc3n2C)c1
  A: -7	B: 0.1	C: 7	D: 0	E: -4	F: -8	G: 5	H: 1	I: 1
C[C@H](CO)N1C[C@H](C)[C@@H](CN(C)S(=O)(=O)c2ccccc2)Oc2c(NC(=O)NC3CCCCC3)cccc2C1=O
  A: 0	B: -0.3	C: -4	D: 21	E: -10	F: -5	G: 2	H: -4	I: 5
COc1cc(N)ccc1Nc1c2ccccc2nc2ccccc12
  A: -2	B: -0.7	C: -8	D: 6	E: 0	F: 11	G: -7	H: -6	I: -1
CSc1nsc(SC)c1NC(=O)OC1CCCCC1
  A: -9	B: -0.4	C: -15	D: -3	E: 17	F: 6	G: -2	H: -5	I: -1
CCOC(=O)C1=C(CSc2nc(-c3ccccc3)ccc2C#N)OC(N)=C(C#N)C1c1ccc(OC)cc1 (stereo unspecified)
  A: -8	B: 1.2	C: -2	D: -4	E: 17	F: 4	G: 0	H: -5	I: 2
COc1ccc(NS(=O)(=O)c2cccc(C(=O)NNC(=O)c3cccc(NC(C)=O)c3)c2)cc1
  A: -8	B: 1.8	C: 2	D: 2	E: 13	F: 2	G: 12	H: 1	I: 1
Cc1nnsc1C(=O)N1CCCC(Nc2ccc(C(C)C)cc2)C1 (stereo unspecified)
  A: -14	B: 3.2	C: 1	D: 5	E: 20	F: -4	G: 0	H: 1	I: 2
C=CCn1c(SCc2nc3ccccc3[nH]2)nnc1-c1ccc(OC)cc1
  A: -9	B: 3.5	C: 5	D: -1	E: -7	F: 8	G: -10	H: -3	I: 9
CCCNC(=O)c1cc(C2CCCCN2S(=O)(=O)c2cn(C)cn2)on1 (stereo unspecified)
  A: -22	B: 0.5	C: 0	D: 7	E: 18	F: -4	G: 8	H: 0	I: 1
CCCc1nn(C)c2c(=O)[nH]c(-c3cc(S(N)(=O)=O)ccc3OCC)nc12
  A: -2	B: 1.1	C: -4	D: 3	E: -7	F: -7	G: 2	H: -4	I: 4
COC(=O)C1CN(C(=O)COc2cc(C)c(Cl)c(C)c2)c2ccccc2O1 (stereo unspecified)
  A: -15	B: 1.4	C: -9	D: 1	E: 26	F: -3	G: 1	H: -2	I: 2

Assay outcomes deposited in PubChem BioAssay by The Scripps Research Institute Molecular Screening Center.
